Screening results deposited in PubChem BioAssay by several laboratories.
KCC2 mod: modulates chloride dependent transport by human KCC2; KCC2 cells, thallium flux FluoZin-2 fluorescence; 2.2% of 190,000 active; Q9H2X9; B-score of Tl+ flux slope (higher = more flux/activation; lower = inhibition) at 10 µM;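 active = thallium flux slope and its plate-corrected score both differing from the plate sample mean at a set confidence after two filtering rounds, in either direction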;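 note: slope of fluorescence scaled to starting intensity during 10 to 20 s after thallium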
Thrombin inh: thrombin (human) inhibition. inhibition, % at 5 µM. P00734. 0.26% of 220,000 active. alpha-thrombin, Boc-VPR-AMC fluorogenic substrate cleavage;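 active = inhibition at or above 40%; inactive = inhibition below 40%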;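 note: 0% = enzyme with no compound and 100% = wells without enzyme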
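Test system: human alpha-thrombin; medium: pH 7.5 Tris-saline with Tween 20; times: reaction at room temperature; signal: AMC fluorescence at 355 nm excitation and 460 nm emission; also added: Boc-VPR-AMC substrate, 15 µM final; dosing: one concentration per compound, 5 µM, with 0.2% DMSO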
Calpain2 inh: inhibitors of pig calpain II; AID 1236; 0.37% of 220,000 active; inhibition, % at 16 µM; purified calpain II, fluorogenic peptide substrate, 30 min;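 active = inhibition above about 50%, limit read from the data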
hK5 inh: inhibitors of human kallikrein 5; inhibition, % at 5 µM; AID 873; recombinant hK5, fluorogenic AMC substrate cleavage; 0.59% of 210,000 active; Q9Y337;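 active = inhibition of 40% or more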;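 note: 0% = enzyme controls without compound and 100% = no-enzyme blanks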
Target sequence (Q9Y337 67-293 limits assumed): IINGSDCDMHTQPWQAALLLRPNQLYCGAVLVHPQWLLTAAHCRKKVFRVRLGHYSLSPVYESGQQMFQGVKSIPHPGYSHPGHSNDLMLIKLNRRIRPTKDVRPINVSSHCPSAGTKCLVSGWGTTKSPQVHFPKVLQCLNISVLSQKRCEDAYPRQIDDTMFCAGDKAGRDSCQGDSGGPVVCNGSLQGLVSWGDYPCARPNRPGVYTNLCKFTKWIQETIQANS
PERK inh: inhibitors of human PERK kinase; 0.17% of 220,000 active; inhibition, % at 5.6 µM; CHO PERK-DD fusion, SEAP luminescence translation reporter; Q9NZJ5;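 active = inhibition above the mean inhibition of all tested compounds plus 3 SD, set separately per screening campaign, cut at about 2.9% in these data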;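 note: PERK kinase domain activated by AP20187 dimerizer at 100 nM; 0% = DMSO with dimerizer and 100% = rapamycin at 8.4 µM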
FXIa inh 1536: blocks human coagulation factor XIa protease activity; purified FXIa, Boc-Glu-Ala-Arg-AMC fluorogenic substrate; inhibition, % at 5 µM; 0.14% of 220,000 active; AID 798;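 active = inhibition of at least 40%; inactive = inhibition below 40%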;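 note: fluorescence of freed AMC excited at 355 nm; 0% = enzyme without compound and 100% = no enzyme blank; many of its hits are not listed in these tables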
FXIIa inh 1536: blocks human coagulation factor XIIa protease activity; P00748; purified FXIIa, Boc-QGR-AMC fluorogenic substrate, 2 h; inhibition, % at 5 µM; 0.3% of 220,000 active; AID 800; in the data active = inhibition above about 40%;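 note: 0% = enzyme with no compound and 100% = blank without enzyme; many of its hits are not listed in these tables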
Furin inh: human furin inhibition. purified furin, fluorogenic substrate cleavage. AID 463115. inhibition, % at 30 µM. P09958. 0.061% of 220,000 active; in the data active = inhibition above about 25%; note: inactives centre near -15
Target sequence (P09958 108-714 limits assumed): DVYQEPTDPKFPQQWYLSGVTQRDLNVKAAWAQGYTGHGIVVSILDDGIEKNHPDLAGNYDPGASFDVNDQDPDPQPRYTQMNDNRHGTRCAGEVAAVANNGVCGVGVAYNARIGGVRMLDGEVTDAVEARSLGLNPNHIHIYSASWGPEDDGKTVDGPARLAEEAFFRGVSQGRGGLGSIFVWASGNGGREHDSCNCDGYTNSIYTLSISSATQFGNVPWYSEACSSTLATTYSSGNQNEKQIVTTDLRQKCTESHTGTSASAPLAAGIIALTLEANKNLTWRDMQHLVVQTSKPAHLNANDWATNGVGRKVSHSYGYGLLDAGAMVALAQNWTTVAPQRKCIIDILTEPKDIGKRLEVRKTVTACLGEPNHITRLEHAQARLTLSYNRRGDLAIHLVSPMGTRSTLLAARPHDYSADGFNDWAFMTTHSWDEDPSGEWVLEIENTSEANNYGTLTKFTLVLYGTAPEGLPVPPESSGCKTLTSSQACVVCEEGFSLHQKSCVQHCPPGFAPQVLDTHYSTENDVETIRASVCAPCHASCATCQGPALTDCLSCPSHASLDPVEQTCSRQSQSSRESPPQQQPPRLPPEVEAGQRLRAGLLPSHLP
Rad51 HR inh: Rad51 (human) homologous recombination inhibition | Q06609 | hRad51 DNA strand exchange, fluorescence dequenching | inhibition, % at 10 µM | 0.085% of 200,000 active | AID 1385;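 active = inhibition above 40% at the single screening dose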;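 note: 0% = DMSO control wells and 100% = blanks with heterologous ssDNA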
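Test system: preformed human Rad51 ssDNA filaments; also added: Donor/quencher-labelled 47-bp dsDNA substrate; doses: 10 µM final, single point; times: 37 °C 15-min filament assembly, 30-min compound preincubation, 15-min exchange; detection: FRET fluorescence dequenching, excitation 485 nm, emission 520 nm; read-out basis: Fluorescence-based percent inhibition, control- and blank-normalised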
* marks the source's active call; other numbers are inactive results; . = not tested or not shown; [ ] = dose if it differs, or a comment. Some of the compounds tested, so the mix of outcomes need not match the whole.

SMILES	KCC2 mod	Thrombin inh	Calpain2 inh	hK5 inh	PERK inh	FXIa inh 1536	FXIIa inh 1536	Furin inh	Rad51 HR inh
CCOC(=O)C1CCCN(c2c(Nc3ccc(OCC)cc3)c(=O)c2=O)C1 (stereo unspecified)	-0.0228	-5.1	17.3	27.6	-0.3	-10.4	-3.9	-9.8	-4.1
CCOC(=O)c1oc2ccccc2c1CSc1nnc(-c2ccco2)o1	-1.69	-2.6	18.3	-8.2	0.2	-1.7	-2.1	-16.9	0.3
CCOC(=O)CC1C(=O)NCCN1C(=S)Nc1ccccc1 (stereo unspecified)	0.268	-8.8	21.4	-17.6	1.4	4.1	5.1	-1.6	4.8
Cc1ccc(OCC(=O)NC(=S)Nc2cccc(NC(=O)c3ccccc3Cl)c2)cc1	-0.627	1.7	-18.6	-10.7	0.0	7.5	13.2	-31.5	.
CC(C)C(c1nnnn1C1CCCC1)N1CCN(C(=O)c2ccco2)CC1 (stereo unspecified)	-0.00253	-10.0	-12.3	-1.5	-0.4	-7.4	-10.1	-18.6[20 µM]	0.0
Cc1ccc(-c2noc(-c3ccccc3Br)n2)cc1	-0.566	1.3	8.6	5.0	0.3	-0.4	4.0	-24.2	-8.3
COc1cc(C(=O)N(Cc2ccccn2)CC2CCCO2)cc(OC)c1OC (stereo unspecified)	-0.792	5.5	17.2	2.1	-0.8	3.2	15.3	-7.3	-3.3
CCOC(=O)c1oc2c(CN3CCCCC3C)c(O)ccc2c(=O)c1-c1ccc(OC)c(OC)c1 (stereo unspecified)	-2.73	-2.9	11.7	24.4	-0.1	0.0	-0.2	-85.9[20 µM]	-3.0
N#Cc1cc(S(=O)(=O)c2ccc(F)cc2)c(N)[nH]c1=O	1.07	3.7	5.0	0.2	1.3	1.2	6.1	-12.4	-79.1
Cn1nc(C(C)(C)C)cc1C(=O)NNC(=O)c1cccc(Cl)c1	-0.184	0.7	-5.0	-4.1	0.2	-6.4	7.1	-11.8	-6.3
N#Cc1c(NC(=S)NC(=O)C2CCCC2)sc2c1CCCCC2	-0.00354	-10.2	-1.2	-5.9	0.9	6.3	9.7	-9.6	-3.2
Nn1c(SCc2cc([N+](=O)[O-])cc3c2OCOC3)nnc1-c1ccccn1	-0.572	2.6	-1.2	0.1	0.1	3.5	15.9	-13.3	-4.2
CC(=O)c1cccc(NC(=S)NC(=O)c2cccc(C)c2)c1	8.44*	-9.9	31.9	-16.0	-0.3	-2.2	-0.6	-3.3	1.2
Cc1cc2c3c(c1C)C1(C(=O)N3C(C)(C)CC2C)C(C#N)=C(N)Oc2n[nH]c(C)c21 (stereo unspecified)	1.54	2.4	14.1	-8.3	0.2	0.0	18.1	-0.6[20 µM]	-5.1
Cc1noc(-c2ccc(Cl)cc2)c1C(=O)O/N=C(\N)c1ccc(C(C)(C)C)cc1	-0.0379	-5.1	-15.7	-0.1	0.8	0.1	10.5	-31.6	.
CCNc1nc(-c2ccc(OC(F)F)cc2)c(C)s1	1.11	-0.6	31.5	.	1.0	-0.4	3.5	-10.3	.
CN(C)/C=C1\C(=O)N(c2ccc(Cl)c(Cl)c2)CS1(=O)=O	1.1	-8.0	-5.0	-12.5	-0.2	-5.1	6.5	-11.9	7.1
C[C@@H]1C=C(C(=O)N2CCOCC2)O[C@H](OCc2ccc(CO)cc2)C1	0.211	-6.6	-1.8	-2.0	1.2	-1.7	3.8	-24.3	-3.4
COc1ccc(N2CCN(C(=O)CCc3c[nH]c4ccccc34)CC2)cc1	-0.484	-0.9	-6.3	0.7	0.5	5.7	4.8	-23.8	-7.0
Cn1c(=O)[nH]c(Nc2ccc(F)cc2)c([N+](=O)[O-])c1=O	-0.672	-0.6	15.9	-5.3	0.8	-5.9	0.7	-2.8	6.2
O=C(O)c1ccc(Sc2nnnn2-c2ccccc2)c([N+](=O)[O-])c1	1.39	-0.1	7.7	-4.2	1.5	-1.1	15.0	-1.7	-6.8
COc1ccc(C(=O)NCc2nnc(SCC(=O)Nc3nc4ccccc4s3)o2)cc1OC	-1.23	-5.5	-18.7	-19.3	0.2	6.3	2.4	-6.2	4.3
O=C(CSc1nncs1)Nc1ccc(Cl)cn1	-0.375	-9.1	0.3	-2.9	0.7	-3.6	4.6	-27.5	-2.2
CCOC(=O)c1ccccc1NC(=O)c1cncc(Br)c1	-0.167	-2.2	4.7	3.2	-0.1	-6.6	-10.0	-22.8[20 µM]	-0.8
O=C(/C=C\c1cn(-c2ccccc2)nc1-c1cccs1)N1CCOCC1	-1.52	2.4	-255.6	-5.0	-0.6	6.2	7.2	-18.4	.
O=C(NC1CCS(=O)(=O)C1)C1C2CC3CC(C2)CC1C3 (stereo unspecified)	-0.622	3.8	-7.8	-0.1	0.4	1.3	3.3	-15.2	.
O=C(NCc1cccs1)C1CCCN(S(=O)(=O)c2cccs2)C1 (stereo unspecified)	.	-2.7	-39.6	-5.6	-0.1	9.7	-7.3	-22.2	0.7
O=C1NN=C(c2ccccc2)CC1c1ccc(Cl)cc1Cl (stereo unspecified)	-0.0843	-8.2	1.5	-3.8	-0.2	-2.2	8.9	-23.3	12.8
Cc1cc(NC(=O)CSCc2ccccc2)no1	-0.279	-6.7	-33.7	-6.3	1.8	4.3	3.3	-23.5	0.4
CCCn1c(C)cc(C(=O)COc2ncnc3sccc23)c1C	.	16.5	7.7	18.1	0.0	-2.3	11.9	-19.4	3.5
C/C(CC(=O)Nc1cc(Cl)ccc1C)=N\NC(N)=O	1.74	-3.4	6.9	-2.5	1.5	3.2	9.2	-11.0	0.9
O=c1[nH]c(SCc2ccc(Cl)cc2)nc2ccsc12	0.959	-8.4	22.6	2.0	-0.5	-1.6	5.2	-7.7	-1.8
COC(=O)CNC(=O)C(Cc1ccccc1)NS(=O)(=O)c1ccc2c(c1)c(=O)n(C)c(=O)n2C (stereo unspecified)	0.421	-7.4	-21.9	-6.4	1.1	0.5	8.0	-19.4	17.1
Cc1cc(C)cc(NC(=O)C(=O)NCCc2c[nH]c3ccccc23)c1	0.339	-4.7	65.4*	4.7	-0.4	-0.5	4.2	-22.6	0.9
CN(C)CCNc1nc(-c2ccco2)c2c(c1C#N)CC(C)(C)OC2	1.14	2.6	-233.4	-29.2	-0.4	1.2	15.8	-34.5[20 µM]	-0.2
CN1CCN(c2ncnc3c2c(-c2ccccc2)cn3-c2ccc(F)cc2)CC1	0.362	-10.2	-28.2	-4.2	-0.3	1.4	5.6	-11.1	-2.9

Whole records as entered above:
Results for `O=C(NCc1cccs1)C1CCCN(S(=O)(=O)c2cccs2)C1` (stereo unspecified) = KCC2 mod = .; Thrombin inh = -2.7; Calpain2 inh = -39.6; hK5 inh = -5.6; PERK inh = -0.1; FXIa inh 1536 = 9.7; FXIIa inh 1536 = -7.3; Furin inh = -22.2; Rad51 HR inh = 0.7
Results for `C/C(CC(=O)Nc1cc(Cl)ccc1C)=N\NC(N)=O` = KCC2 mod = 1.74; Thrombin inh = -3.4; Calpain2 inh = 6.9; hK5 inh = -2.5; PERK inh = 1.5; FXIa inh 1536 = 3.2; FXIIa inh 1536 = 9.2; Furin inh = -11.0; Rad51 HR inh = 0.9

Arranged by molar mass (low to high): some entries from above
SMILES	KCC2 mod	Thrombin inh	Calpain2 inh	hK5 inh	PERK inh	FXIa inh 1536	FXIIa inh 1536	Furin inh	Rad51 HR inh
O=c1[nH]c(SCc2ccc(Cl)cc2)nc2ccsc12	0.959	-8.4	22.6	2.0	-0.5	-1.6	5.2	-7.7	-1.8
Cc1cc(C)cc(NC(=O)C(=O)NCCc2c[nH]c3ccccc23)c1	0.339	-4.7	65.4*	4.7	-0.4	-0.5	4.2	-22.6	0.9
O=C(/C=C\c1cn(-c2ccccc2)nc1-c1cccs1)N1CCOCC1	-1.52	2.4	-255.6	-5.0	-0.6	6.2	7.2	-18.4	.

(next part)
SMILES	KCC2 mod	Thrombin inh	Calpain2 inh	hK5 inh	PERK inh	FXIa inh 1536	FXIIa inh 1536	Furin inh	Rad51 HR inh
C=CCN1C(=NC(=O)CC)SC2CS(=O)(=O)CC21 (stereo unspecified)	2.05	-6.1	3.3	-5.8	1.1	-10.5	-8.2	-19.3[20 µM]	-0.6
CCCCN(C(=O)CN1C(=O)C2CC=CCC2C1=O)c1c(N)n(CCC)c(=O)[nH]c1=O (stereo unspecified)	.	3.4	-10.9	-5.1	0.5	1.6	11.1	-24.7	0.5
Cc1ccc2nc(-c3ccccn3)cc(C(=O)Nc3ccc(S(=O)(=O)N4CCOCC4)cc3)c2c1	0.764	0.5	-94.2	-7.5	1.4	-3.2	8.4	-19.3	-15.5
COC(=O)CCN(C)CCC(=O)OC	-0.86	-5.8	-14.2	-26.3	0.0	-5.1	6.9	-13.8	3.7
O=C(NCc1ccccn1)c1ccc(N2CCCC2=O)cc1	0.178	4.5	6.2	9.2	0.5	2.8	-1.3	-16.0	5.6
Cc1cc(NC(=O)c2c(Cl)cccc2Cl)no1	.	-6.2	-4.5	-2.7	0.3	0.6	3.5	-8.7	3.7
C/C(=N/NC(=O)CNC(=O)c1cccnc1)c1ccc([N+](=O)[O-])cc1	.	1.3	26.1	4.9	0.6	2.2	12.5	-11.6	4.4
O=C(CC(Nc1ccccc1)C(=O)O)c1ccccc1 (stereo unspecified)	.	-5.0	-21.0	-4.8	.	-18.2	1.1	.	-2.6
COc1ccc(OC)c(NC(=O)CCN2CCN(c3ccccc3)CC2)c1	1.53	-7.3	-36.7	-13.8	-0.5	2.3	-3.1	-16.6	0.0
COC(=O)c1ccc2c(=O)[nH]c(CSc3nc(-c4ccc(F)cc4)cs3)nc2c1	0.852	-0.1	-9.7	-7.3	0.8	3.1	11.7	-19.9	.
COc1ccccc1OCC(=O)NCCSCc1ccccc1Cl	-2.75	1.7	15.3	-1.7	-0.1	23.0	28.3	-8.1	6.5
COc1ccc(CNC(=O)C/C(C)=N/NC(=O)c2ccc([N+](=O)[O-])cc2Cl)cc1	0.43	-1.1	6.2	-17.7	0.4	-5.7	-5.5	-18.2	10.3
CN(c1ccccc1C(=O)Nc1ccccc1C(=O)NCc1ccco1)S(C)(=O)=O	0.333	-0.6	-35.3	-15.7	1.5	1.6	6.8	-9.6[20 µM]	-7.1
O=C(CN(C1CCCCC1)S(=O)(=O)c1ccc(Cl)cc1)NCCCO	0.53	-4.5	-13.8	-24.4	-0.8	0.8	10.6	-13.4	-4.2
CCn1c(SCC(=O)NNC(=O)Cc2ccccc2)nnc1-c1ccccc1	.	1.9	-15.3	10.7	0.1	0.3	-3.6	-12.2	-2.2
CCOC(=O)C(=CNc1cc(C)ccn1)C(=O)OCC	-1.34	-1.7	4.0	-6.3	-0.2	-0.8	10.4	-19.0	8.2
CCOC(=O)c1c(C)n(OCc2ccccc2)c2ccc3nonc3c12	.	-0.8	-175.5	-58.6	0.0	-11.5	-16.6	-24.3	8.0
Nc1cccc(C(=O)Nc2ccccc2Cl)c1	-0.0149	-3.9	-11.0	-13.1	0.9	-4.5	0.1	-2.0	5.7
Cc1cc(C)n(C(=O)c2sc3cc(F)ccc3c2Cl)n1	0.552	0.4	-14.6	-7.5	0.0	8.4	11.6	-24.4	.
Cc1ccc(CN2CCc3[nH]c(=O)[nH]c(=O)c3C2)cc1	0.00832	-2.3	1.7	-1.5	-0.1	8.4	6.1	-12.4	0.4
CC1CCCC(NC(=O)C2CCC(CNc3c(N4CCCC4)c(=O)c3=O)CC2)C1C (stereo unspecified)	0.597	-2.2	-19.3	1.5	1.5	1.4	10.1	-20.8	9.8
O=C(O)c1cccc(COc2ccccc2Cl)c1	.	-8.3	5.3	3.8	.	0.0	-1.4	.	-3.6
COc1ccccc1NCCC(=O)OCC(=O)NC1CC1	-0.115	-18.2	-1.1	-8.3	0.2	1.7	3.8	-16.5	1.4
